ABHD5 PLIN5 PPI – ABHD5-PLIN5 protein interaction inhibition. Q00G26+Q8WTS1. Split G. princeps luciferase complementation, luminescence, 4 h. inhibition, % at 4 µM. hit rate 0.78% among 360,000;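 active = inhibition above the mean inhibition across every tested compound plus 3 SD, cut at about 22% in these data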;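 note: 0% = DMSO only wells and the 100% control is not disclosed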
Exocytosis inh – lytic granule exocytosis inhibition | TALL-104 LAMP-1 surface exposure, flow cytometry; cells stimulated with thapsigargin and PMA | inhibition, % at 10 µM | hit rate 0.66% among 360,000 | AID 651702;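 active = inhibition above about 55%, limit read from the data; inconclusive = no clear call, values can overlap the other calls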
CaV13 FRET inh – Primary screen for inhibitors of IQ motif and Ca2+-dependent inactivation inhibitor domain binding in CACNA1D, Förster resonance energy transfer in living cells, …; HEK cells, CFP/YFP FRET ICDI-IQ, plate reader, 10 min; percent FRET-ratio fall versus neutral wells; AID 743397; hit rate 0.098% among 340,000; inhibition, % at 12.3 µM;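 active = mean replicate inhibition of at least 30% and at least 1% of replicates passing that level; inconclusive = only one of the two criteria is met; inactive = neither criterion is met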;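 note: 0% = median of the neutral control wells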
N-glyco inh – N-linked glycosylation inhibition; D54 ERlucT glycosylation luciferase reporter, 24 h; percent of 100 nM tunicamycin response; reporter increase, % at 12.5 µM; AID 588692; hit rate 0.23% among 360,000;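 active = mean luciferase reporter signal, scaled so untreated is 0 and the glycosylation-blocking control 100, at or above a set limit in every replicate; inconclusive = mean reaches the limit but not every replicate does; inactive = mean below the limit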;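 note: luciferase carries N-glycosylation sites so blocking glycosylation raises the light; 0% = median of neutral control wells and 100% = median of 100 nM tunicamycin wells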
HTR2A ag – agonists of mouse serotonin 5-HT2A receptor (HTR2A); CHO-K1 mHTR2A beta-arrestin complementation, luminescence; percent of 30 µM serotonin response; activation, % at 7.6 µM; hit rate 0.66% among 360,000; AID 624169;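 active = activation above a run cutoff, the mean activation of all tested compounds plus 3 SD, cut at about 14% in these data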;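 note: 0% = plate median of compound wells and 100% = 30 µM serotonin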
Target sequence (P35363 whole entry, looked up): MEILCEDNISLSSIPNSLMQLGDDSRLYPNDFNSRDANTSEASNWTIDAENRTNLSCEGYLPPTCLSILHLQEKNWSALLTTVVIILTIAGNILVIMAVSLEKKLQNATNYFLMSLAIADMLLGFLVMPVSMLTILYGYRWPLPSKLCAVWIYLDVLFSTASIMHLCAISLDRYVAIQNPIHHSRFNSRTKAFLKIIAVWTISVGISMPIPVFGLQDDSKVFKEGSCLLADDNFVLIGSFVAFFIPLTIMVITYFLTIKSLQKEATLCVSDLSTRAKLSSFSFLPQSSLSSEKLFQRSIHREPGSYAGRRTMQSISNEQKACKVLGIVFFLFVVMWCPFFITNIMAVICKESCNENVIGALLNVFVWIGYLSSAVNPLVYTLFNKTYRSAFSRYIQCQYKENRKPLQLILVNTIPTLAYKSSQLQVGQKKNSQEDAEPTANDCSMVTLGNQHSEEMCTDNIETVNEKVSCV
MC4R antag cAMP – blocks human MC4R cAMP signaling; inhibition, % at 6.5 µM; AID 540295; P32245; MC4R-expressing cells, MTII-stimulated cAMP, LANCE TR-FRET; hit rate 0.48% among 360,000;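 active = inhibition above its plate's cutoff, the mean of tested wells on that plate plus 3 SD, cut at about 29% in these data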;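 note: 0% = Melanotan II alone and 100% = Melanotan II plus saturating MCL0020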
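System – human MC4R-expressing U2OS cells · Also added – Melanotan II · Dosing – one concentration, 6.5 µM nominal · Timing – 30-min compound, 1-h challenge, 1-h detection, room temperature · Measured by – Eu-cAMP/anti-cAMP TR-FRET, emission 671 nm · Replicates – singlicate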
MC4R barr agon – activates human MC4R beta-arrestin recruitment; U2OS MC4R beta-arrestin complementation, luminescence; percent of melanotan II response, DMSO zero; activation, % at 8.9 µM; hit rate 0.98% among 360,000; AID 540308;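 active = activation above a per-plate cutoff, the mean activation of sample wells on that plate plus 3 SD, cut at about 8% in these data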
ABCB6 inh MLPCN – blocks the human ABCB6 transporter; hit rate 0.19% among 360,000; K562-ABCB6 porphyrin accumulation, flow cytometry, 1 h; hits give low values; fluorescence ratio to DMSO, % at 10 µM; AID 602162; Q9NP58;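 active = fluorescence ratio to DMSO below 75%, the collection mean minus 3 SD; inconclusive = too few cells collected in the well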;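 note: signal is porphyrin accumulated inside mitochondria; 100% equals median channel fluorescence of DMSO control wells; lower ratio means ABCB6 inhibition with less porphyrin fluorescence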
PDI turbidity – inhibitors of human protein disulfide isomerase; P07237; PDI insulin aggregation turbidity, A650, 90 min; inhibition, % at 10 µM; hit rate 0.052% among 350,000;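 active = mean inhibition across replicates of 30% or more, whatever share of single replicates reach that level; inconclusive = mean inhibition below 30% while every single replicate reaches 30%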;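 note: absorbance from insulin aggregation driven by PDI reduction with DTT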
Target sequence (P07237 whole entry, looked up): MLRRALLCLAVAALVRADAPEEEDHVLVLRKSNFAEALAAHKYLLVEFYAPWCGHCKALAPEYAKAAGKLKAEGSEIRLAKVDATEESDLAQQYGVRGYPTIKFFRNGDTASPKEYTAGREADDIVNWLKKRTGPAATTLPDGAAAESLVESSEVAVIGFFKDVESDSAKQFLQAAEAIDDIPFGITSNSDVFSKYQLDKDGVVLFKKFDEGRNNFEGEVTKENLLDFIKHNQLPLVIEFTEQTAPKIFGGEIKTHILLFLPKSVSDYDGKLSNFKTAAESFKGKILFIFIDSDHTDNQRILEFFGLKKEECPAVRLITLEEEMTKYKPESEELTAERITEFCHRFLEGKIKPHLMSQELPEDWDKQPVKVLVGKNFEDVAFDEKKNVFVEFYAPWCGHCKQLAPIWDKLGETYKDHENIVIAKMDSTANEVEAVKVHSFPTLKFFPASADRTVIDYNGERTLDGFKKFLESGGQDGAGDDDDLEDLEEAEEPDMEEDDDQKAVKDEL
Cardio protect – modulators protecting cardiomyocytes from myocardial damage. hit rate 0.63% among 360,000. protection from H2O2 cell death, % at 20 µM. H9c2 cardiomyocytes, H2O2 injury protection, ATPLite, 2 h;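 active = compounds giving at least 50% protection of heart cells from peroxide-induced death in the single-dose screen, raw or plate-pattern-corrected value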;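 note: 0% = DMSO wells with peroxide and 100% = DMSO wells without peroxide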
The depositor's hits bear a star; ? = inconclusive; / = not tested or not shown.

Start of the data: the first two records (preview)
Each structure is followed by: ABHD5 PLIN5 PPI, Exocytosis inh, CaV13 FRET inh, N-glyco inh, HTR2A ag, MC4R antag cAMP, MC4R barr agon, ABCB6 inh MLPCN, PDI turbidity, Cardio protect
- COc1cccc(C(=O)NCC2CCCN(C(=O)c3ccc(C=O)cc3)C2)c1OC (centres undefined)
→ -1, 3, -5, /, -2, 8, -0.9, 101, -5, -4
- CCOC(=O)C(=O)N/N=C/c1ccc(F)cc1
→ 2, -6, -5, 0, -1, 1, -1.4, 94, 5, 7

All compounds of this part, from the first entry:
Each structure is followed by: ABHD5 PLIN5 PPI, Exocytosis inh, CaV13 FRET inh, N-glyco inh, HTR2A ag, MC4R antag cAMP, MC4R barr agon, ABCB6 inh MLPCN, PDI turbidity, Cardio protect
- COc1cccc(C(=O)NCC2CCCN(C(=O)c3ccc(C=O)cc3)C2)c1OC (centres undefined)
→ -1, 3, -5, /, -2, 8, -0.9, 101, -5, -4
- CCOC(=O)C(=O)N/N=C/c1ccc(F)cc1
→ 2, -6, -5, 0, -1, 1, -1.4, 94, 5, 7
- Cc1cccc(-c2nc(C#N)c(N3CCC(C)CC3)o2)c1
→ -8, -2, -18, 2, -6, 18, 1.9, 101, 1, 9
- COCCCNC(=O)Cn1cc(C(=O)C2CC2)c2ccccc21
→ -6, 1, -4, 3, 4, 8, -1.3, 94, 6, -2
- O=C(NNC(=O)c1ccccc1-c1ccccc1C(=O)O)c1cccc([N+](=O)[O-])c1
→ 1, -2, -5, 2, 1, 0, 1.8, 103, 3, 3
- O=C(Nc1ccc(CN2CCOCC2)cc1)c1cccc(F)c1
→ 1, 1, -9, -2, -5, 6, -0.1, 100, -6, 0
- CC(C)[C@H]1CN=C2N(C[C@H](C)NC(=O)CCC3CCCCC3)[C@H](Cc3ccc(O)cc3)CN21
→ 7, -9, -4, 4, -4, 4, -1.3, 99, 10, 0
- NC(=O)C1CCN(C(=O)c2ccc(-c3ccccc3)cc2)CC1
→ 5, 0, /, 0, -1, 21, -2.1, 100, 0, 7
- CCc1nc2ccc(C(=O)NCc3ccc4c(c3)OCO4)cn2c1N(CC)Cc1cccc(Br)c1
→ 1, 0, -7, -3, -7, 16, -2.3, 95, 7, -11
- Cc1ccccc1-c1noc(N)c1C#N
→ 3, -6, -8, -3, -1, 2, -0.1, 93, -1, 14
- O=C(NCc1ccco1)c1ccc(N2CCCCC2)c([N+](=O)[O-])c1
→ 7, 0, -3, -1, 1, 4, -2.3, 99, 10, 6
- O=C(NC(O)C(=O)c1ccc(F)cc1)c1ccc(F)cc1 (centres undefined)
→ 0, -11, -2, 3, 5, -6, -0.9, 100, 2, 4
- Cc1cccc(NC(=O)N2CCC(NC(=O)c3ccco3)CC2)c1
→ 3, -3, -5, -1, 1, -4, 0.3, 102, 4, 9
- O=C(CN1C(=O)NC2(CCCC2)C1=O)NCC1CCCO1 (centres undefined)
→ -3, -1, -3, 1, -2, 0, 1.3, 92, 0, 10
- CCCCNc1nc(-c2ccccc2)nc(-n2ccnc2)n1
→ -2, 1, -6, 4, 3, 6, 7.9, 89, 10, 2
- CCN1CCN(C(=S)Nc2ccc3nc(N4CCN(CC)CC4)cc(C)c3c2)CC1
→ 0, 1, -10, -8, -5, 2, -3.7, 97, 0, 9
- C[C@H](NC(=O)C1CC(=O)N(c2ccc3c(c2)OCO3)C1)C(=O)NC1CCCCC1 (some centres undefined)
→ 2, 2, -4, 2, -4, -3, -0.4, 100, -5, 3
- CC(C)C(=O)N1CCN(c2ccc(NC(=O)c3ccc([N+](=O)[O-])o3)cc2)CC1
→ 3, -1, -2, -18, -2, -12, -2.8, 179, -6, -33
- O=C(c1ccccc1)C1C(=O)c2ccccc2C1=O
→ -10, 0, -8, -1, 1, 7, -4.1, 98, -6, -7
- COc1ccc(C(=O)/C=C/C(=O)N(CC(=O)NC2CCCCC2)Cc2ccccc2)c(O)c1
→ 9, 46, -19, 8, -5, 40*, -1.7, 96, 1, -32

Additional results
Each structure is followed by: ABHD5 PLIN5 PPI, Exocytosis inh, CaV13 FRET inh, N-glyco inh, HTR2A ag, MC4R antag cAMP, MC4R barr agon, ABCB6 inh MLPCN, PDI turbidity, Cardio protect
- COc1ccc(C(=O)COC(=O)C(O)c2ccccc2)c(OC)c1 (centres undefined)
→ 4, -1, -2, -1, 2, -4, -3.2, 98, 0, -2
- C/C=C/c1ccc(Oc2nnnn2-c2ccc(C(N)=O)cc2)c(OC)c1
→ -7, 5, -3, -2, -4, 6, -1.1, 100, -8, -17
- CC1(C)CC(=O)C(C=Nc2ccccc2C(=O)O)=C(O)C1
→ 5, -1, -8, 2, 3, 15, 1.3, 99, -2, 3
- COc1ccc(-c2nc(=S)n3ccsc3n2)cc1OC
→ -1, 0, 5, 0, 3, 6, 1.3, 107, 0, -5
- Cc1cccc(N/C=C/c2onc(C)c2[N+](=O)[O-])c1
→ 0, -2, -5, 3, 0, -12, 4.1, 96, 9, -8
- O=C(Nc1ccccc1)c1cc(C2CCCCN2C(=O)c2ccccc2)on1 (centres undefined)
→ 0, 1, -7, -2, -6, 10, -2.5, 97, ?, -6
- COc1nc(OC)nc(Oc2ccc(Cl)cc2[N+](=O)[O-])n1
→ -5, 3, -15, 0, 1, 8, -0.9, 95, 16, 10
- COCCNC(=O)Cn1nc(C)c2ccccc2c1=O
→ 7, -2, /, 3, 2, 13, 0.1, 97, 4, 3
- CCC(=O)Nc1cc(C(F)(F)F)ccc1N1CCCC1
→ -2, -1, -5, 1, 0, 2, -3.2, 97, -7, 2
- Cc1cc(C)c(S(=O)(=O)Nc2ccc3[nH]c(=O)[nH]c3c2)c(C)c1
→ 6, -2, -11, -3, 4, 22, 1.7, 78, 2, -5
- CC(Sc1nc(N)cc(N)n1)C(=O)Nc1ccc(N2CCOCC2)cc1 (centres undefined)
→ -2, -5, -2, 4, -2, 12, 3.0, 97, 0, 4
- CN(C(=S)NC1=CCS(=O)(=O)C1)C1CCCCC1
→ -4, 0, -5, 1, 1, 6, -1.1, 93, 0, 5
- C[C@H](CO)N1C[C@H](C)[C@@H](CN(C)S(=O)(=O)c2ccccc2)Oc2ccc(NC(=O)Cc3ccccc3)cc2C1=O
→ 7, -1, -10, 0, -6, 1, -1.5, 96, 16, 9
- COc1ccc(/C=C/c2c(-c3ccc(OC)cc3)sc3cc(OC)c(OC)cc23)cc1
→ -12, -2, -6, 0, -2, 22, 1.1, 99, 3, -3
- CNC(=S)N1CCN(c2nc(-c3ccc(Cl)cc3)cs2)CC1
→ -4, 0, -2, 1, -3, -1, -0.6, 97, 6, -10
- CC(NC(=O)/C(C#N)=C1\N=C(NC(=O)c2cccs2)c2ccccc21)c1ccccc1 (centres undefined)
→ 6, 0, -5, -1, -5, 7, 0.8, 203, -2, 20
- CCOC(=O)C1CCCN(C(=S)Nc2ccc(F)cc2)C1 (centres undefined)
→ -6, -2, -2, 2, -1, 1, 0.1, 98, -1, -2
- C[C@H]1CN([C@@H](C)CO)C(=O)CCCn2nncc2CO[C@H]1CN(C)C(=O)c1ccccc1
→ 5, -3, -5, 0, 3, 4, 0.2, 98, -4, -1
- O=[N+]([O-])c1ccc2[nH]c(O)c(N=NC3CCS(=O)(=O)C3)c2c1 (centres undefined)
→ -9, -2, -5, 7, 6, -14, -0.6, 99, 5, 3
- COc1ccc2c(c1)c(CC(=O)OCC(=O)O)c(C)n2C(=O)c1ccc(Cl)cc1
→ 1, 2, -4, 3, -6, 12, -0.8, 99, -1, 8

Next records follow.
SMILES	ABHD5 PLIN5 PPI	Exocytosis inh	CaV13 FRET inh	N-glyco inh	HTR2A ag	MC4R antag cAMP	MC4R barr agon	ABCB6 inh MLPCN	PDI turbidity	Cardio protect
O=C(NCC1CCN(c2ccc(S(=O)(=O)N3CCOCC3)cc2)CC1)Nc1ccccc1F	-1	1	-2	-3	-5	6	-0.5	96	-5	-1
CC(C)(CNS(=O)(=O)c1cccs1)N1CCOCC1	-3	-12	-13	1	1	10	-1.3	103	0	-2
C[C@@H](NC(=O)C[C@@H]1C[C@@H]2c3cc(NS(=O)(=O)c4ccc(F)cc4)ccc3O[C@@H]2[C@@H](CO)O1)c1ccccc1	-2	-3	-10	2	3	8	-0.1	103	-1	6
O=C(NCc1nnnn1-c1ccc(F)cc1)C(=O)c1c[nH]c2ccccc12	-4	-2	-4	1	-2	1	-0.5	98	0	16
CC(NC(=O)COC(=O)C1CCN(c2ccc(C(F)(F)F)cn2)CC1)c1ccc(Br)cc1 (centres undefined)	-7	9	-1	/	-2	3	7.1	96	3	-8
CN(CC(=O)Nc1ccccc1Cl)C(=O)COc1cccc2c1OC(C)(C)C2	-5	-2	-6	6	6	-5	1.6	105	1	2
COc1ccc(NC(=O)CSc2ncnc3c2cnn3Cc2ccccc2)cc1OC	2	-2	-8	-2	0	5	1.4	99	-11	-3
COc1ccc(NC(=O)CN2CCC(C)CC2)cc1	1	1	-5	1	1	3	-1.4	100	7	5
O=C(c1cc2ncc(Br)cn2n1)N1CCOCC1	8	-2	-7	2	8	6	-0.5	91	-8	-1
COc1ccccc1CNC(=O)COC(=O)C1CCN(c2ccc(C(F)(F)F)cn2)CC1	-5	-4	-5	3	-5	15	3.4	96	0	4

Fetched one by one from the entries so far (5):
SMILES	ABHD5 PLIN5 PPI	Exocytosis inh	CaV13 FRET inh	N-glyco inh	HTR2A ag	MC4R antag cAMP	MC4R barr agon	ABCB6 inh MLPCN	PDI turbidity	Cardio protect
O=C(c1cc2ncc(Br)cn2n1)N1CCOCC1	8	-2	-7	2	8	6	-0.5	91	-8	-1
O=[N+]([O-])c1ccc2[nH]c(O)c(N=NC3CCS(=O)(=O)C3)c2c1 (centres undefined)	-9	-2	-5	7	6	-14	-0.6	99	5	3
CCC(=O)Nc1cc(C(F)(F)F)ccc1N1CCCC1	-2	-1	-5	1	0	2	-3.2	97	-7	2
CCOC(=O)C1CCCN(C(=S)Nc2ccc(F)cc2)C1 (centres undefined)	-6	-2	-2	2	-1	1	0.1	98	-1	-2
COCCCNC(=O)Cn1cc(C(=O)C2CC2)c2ccccc21	-6	1	-4	3	4	8	-1.3	94	6	-2

Further structures follow:
SMILES	ABHD5 PLIN5 PPI	Exocytosis inh	CaV13 FRET inh	N-glyco inh	HTR2A ag	MC4R antag cAMP	MC4R barr agon	ABCB6 inh MLPCN	PDI turbidity	Cardio protect
Cc1ccc(-c2[nH]ncc2C(=O)c2ccc(Br)cc2)c(O)c1	-4	-8	-10	-2	14	0	1.1	98	-3	-9
COc1ccc(CNC(=O)CN2C(=O)CSc3ccc(S(=O)(=O)N4CCOCC4)cc32)cc1	6	2	-8	1	3	0	-1.1	97	5	7
COc1ccc(-n2c(C)c([N+](=O)[O-])c3ccc(O)c(CN4CCCCC4)c32)cc1	1	63*	-4	-15	-2	-1	-1.7	93	0	25
CCN(CC)S(=O)(=O)c1ccc(NC(=O)CSc2nnc(-c3ccc(F)cc3)o2)cc1	-10	1	-5	-2	0	13	6.5	100	-4	-6
